PPARg SRC-1 ag: agonists of human PPARgamma SRC-1 coactivator recruitment. P37231. AID 631. PPARgamma-SRC-1 coactivator recruitment biochemical assay. 200,000 compounds, 0.41% hits. activation, % at 8 µM; in the data active = activation above about 19%;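 note: 0% = DMSO and 100% = reference agonist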
STAT1 inh: reduces IFN-gamma driven STAT1 reporter signal; NIH 3T3 STAT1-luciferase reporter, luminescence; inhibition, % at 5.5 µM; 200,000 compounds, 0.35% hits;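 active = inhibition above a set limit, the mean inhibition across all tested compounds plus 3 SD, cut at about 34% in these data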;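 note: 0% = IFN-gamma with DMSO and 100% = IFN-gamma with 300 µM nifuroxazide; values of inactives mirror those of a sister screen read the other way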
PPARg SRC3 recr: PPARgamma-driven SRC-3 recruitment agonism; activation, % at 8 µM; P37231; 200,000 compounds, 0.26% hits; biochemical PPARgamma/SRC-3 coactivator recruitment assay; in the data active = activation above about 23%;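 note: 0% = DMSO and 100% = reference agonist; some compounds past the cut are filed as inactive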
ROMK primary: modulators of human ROMK potassium channel; 130,000 compounds, 2% hits; B-score at 10 µM; Tet-inducible ROMK, thallium flux fluorescence; actives lie on both sides; AID 1918;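 active = signal ratio slope over the read window, or its plate-corrected B-score, at least 3 SD from the plate mean, either direction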;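 note: B-score of the F/F0 ratio slope over 7 to 12 s after thallium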
Target sequence (P48048 whole entry, looked up): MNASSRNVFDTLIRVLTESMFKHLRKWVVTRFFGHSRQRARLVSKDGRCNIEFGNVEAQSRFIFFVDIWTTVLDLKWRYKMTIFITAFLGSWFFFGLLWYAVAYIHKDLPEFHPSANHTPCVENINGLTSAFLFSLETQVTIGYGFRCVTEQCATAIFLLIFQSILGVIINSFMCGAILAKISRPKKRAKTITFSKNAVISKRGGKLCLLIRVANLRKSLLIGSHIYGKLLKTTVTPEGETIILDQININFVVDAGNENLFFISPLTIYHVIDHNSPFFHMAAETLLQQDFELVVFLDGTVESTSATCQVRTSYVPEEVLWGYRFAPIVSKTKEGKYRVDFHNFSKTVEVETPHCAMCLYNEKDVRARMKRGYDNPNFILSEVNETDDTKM
RAM inhibit: yeast RAM network inhibition; S. cerevisiae dse1pr::URA3 reporter, 5-FOA growth OD615, 2 d; analog-sensitive cbk1-as2 kinase mutant strain; 190,000 compounds, 1.8% hits; AID 868; inhibition, % at 50 µM;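 active = inhibition above a set limit, 3 SD over mean compound inhibition, cut at about 8.4% in these data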;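 note: 0% = DMSO-only wells with no growth and 100% = 10 µM 1-NA-PP1 full growth; inhibition rescues growth on 5-FOA so higher OD means more RAM inhibition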
TR-FRET SRC-2 ct: flags TR-FRET format artefacts in PPARgamma SRC-2 recruitment agonist screen; TR-FRET artefact counter-screen; hits give high values; TR-FRET ratio at 8 µM; 200,000 compounds, 0.4% hits; in the data active = TR-FRET ratio above about 2000; note: inactives centre near 1500
S1P3 antagonist: S1P3 (human) receptor antagonism; inhibition, % at 4.98 µM; Q99500; AID 485; 170,000 compounds, 0.27% hits; CHO S1P3 NFAT-BLA reporter, FRET fluorescence, antagonist mode;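 active = inhibition above the plate cutoff, the mean inhibition of test wells on that plate plus 3 SD, cut at about 28% in these data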;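 note: cells challenged with S1P at its EC80 of 0.8 µM; blue over green emission ratio from cleaved BLA substrate after 4 h stimulation; 0% = S1P-stimulated wells and 100% = unstimulated DMSO-only wells; some compounds past the cut are filed as inactive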
Target sequence (Q99500 whole entry, looked up): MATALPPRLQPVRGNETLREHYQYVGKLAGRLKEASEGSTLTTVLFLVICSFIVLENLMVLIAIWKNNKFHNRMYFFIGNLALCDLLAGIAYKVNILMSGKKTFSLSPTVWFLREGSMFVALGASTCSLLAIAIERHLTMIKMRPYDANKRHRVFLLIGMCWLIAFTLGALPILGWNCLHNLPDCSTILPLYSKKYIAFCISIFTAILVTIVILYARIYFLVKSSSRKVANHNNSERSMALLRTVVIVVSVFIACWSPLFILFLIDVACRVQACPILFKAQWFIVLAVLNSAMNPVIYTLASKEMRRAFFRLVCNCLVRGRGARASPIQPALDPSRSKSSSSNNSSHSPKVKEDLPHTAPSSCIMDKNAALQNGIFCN
STAT3 blocker: reduces IL-6 driven STAT3 reporter signal. U3A cells, IL-6 STAT3-luciferase reporter, luminescence; host cell line lacks STAT1. inhibition, % at 5.5 µM. 190,000 compounds, 0.89% hits;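 active = inhibition above the mean inhibition across all screened compounds plus 3 SD, cut at about 44% in these data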;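 note: 0% = DMSO only wells and 100% = 100 µM nifuroxazide control wells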
TLR4-MyD88 BLA: inhibitors of human TLR4-MyD88 binding; O00206+Q99836; HeLa CL3-4 TLR4/MyD88 BLA complementation, FRET ratio; inhibition, % at 8.4 µM; 200,000 compounds, 0.18% hits; in the data active = inhibition above about 25%;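 note: 0% = vehicle and 100% = reference inhibitor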
STAT3 act: activators of IL-6 induced STAT3 signaling | U3A cells, IL-6 STAT3-luciferase reporter, luminescence; 100% = signal with IL-6 EC80 alone | activation (% of control), % at 5.6 µM | 190,000 compounds, 0.91% hits;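 active = activation above the screen-wide mean of compound activation plus 3 SD, cut at about 130% in these data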;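 note: 0% = background luminescence of wells with medium and substrate only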
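Test system: human U3A cells carrying STAT3-luciferase construct; control set: IL-6-only wells as 100% reference; timing: compound pre-incubation 1 h before IL-6, then 6 h stimulation at 37 °C; also added: IL-6 stimulus at 33 ng/mL final; evaluation: % activation versus median of IL-6-stimulated wells; detection: reporter luminescence signal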
PPARg SRC-2 ag: PPARgamma-driven SRC-2 recruitment agonism; PPARgamma LBD-SRC-2 recruitment, biochemical; activation, % at 8 µM; 200,000 compounds, 0.34% hits; in the data active = activation above about 22%;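 note: 0% = vehicle and 100% = reference agonist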
* = called active by the depositor; · = not tested or not shown.

Each structure is followed by: PPARg SRC-1 ag	STAT1 inh	PPARg SRC3 recr	ROMK primary	RAM inhibit	TR-FRET SRC-2 ct	S1P3 antagonist	STAT3 blocker	TLR4-MyD88 BLA	STAT3 act	PPARg SRC-2 ag
> Cc1ccc(C2(c3noc(CN4CCOCC4)n3)CCCC2)cc1
→ -5.1	-10.9	5.6	0.915	-0.1	1669	-3.1	-6.2	-4.2	109.3	1.4
> O=C(NCCCCCCNC(=O)OCCO)OCCO
→ 3.2	-2.9	6.8	-0.283	1.5	1665	-21.1	2.9	-17.1	101.7	4.9
> CCOC(=O)C1=C(O)C(=O)N(c2ccc(S(N)(=O)=O)cc2)C1c1ccccc1 (configuration not stated)
→ 9.5	21.7	9.2	·	-0.9	1637	-22.8	8.0	1.7	98.1	0.7
> CSC1=C(C#N)C(CC(C)C)C2=C(CCCC2=O)N1 (configuration not stated)
→ 3.8	8.0	2.8	0.0361	-0.1	1657	3.0	14.1	-0.6	90.0	-1.7
> Cc1ccc(NC(=O)Cn2c(CCC(=O)O)ccc2-c2cccs2)cc1Cl
→ 4.9	-1.7	-1.2	0.271	6.4	1546	9.0	-3.6	4.4	108.7	13.0
> COc1ccc(CCNC(=O)CSc2ncnc3c2oc2ccccc23)cc1OC
→ 3.8	2.4	11.7	0.427	0.0	1656	27.3	11.8	-9.6	97.3	15.3
> CC(=O)Nc1ccc(NC(=S)NC(=O)c2ccc([N+](=O)[O-])cc2)cc1
→ -3.1	2.7	-4.0	0.199	2.5	1643	-10.5	-0.4	-2.8	98.3	-6.0
> COC(=O)c1ccsc1NC(=O)CN1CCN(Cc2ccc3c(c2)OCO3)CC1
→ -1.6	2.7	-1.7	-0.872	0.0	1564	·	1.7	-1.9	102.6	1.5
> CC1CN(C(=O)CCN2C(=O)c3ccccc3C2=O)CC(C)O1 (configuration not stated)
→ 0.7	-0.3	3.7	-0.587	0.4	1582	·	-2.9	2.7	103.2	8.1
> CNC(=S)NNC(=O)c1sccc1OCc1ccccc1
→ 1.9	-5.9	-0.6	0.0121	3.3	1586	·	3.7	-4.5	103.5	1.9
> Cc1ccccc1Nc1nc(N)nc(CSCC(=O)Nc2cccc(Br)c2)n1
→ 3.3	5.3	-2.8	·	-0.5	1595	5.7	5.7	-1.3	97.0	-8.2
> N#Cc1c(-c2cccs2)cc(-c2ccccn2)nc1N
→ 3.7	-10.8	11.5	-0.59	2.9	1580	-7.4	11.4	6.6	91.8	0.1
> Cc1c(C)n(Cc2ccccc2)c2ccc(C(=O)OCCCN(C)C)cc12
→ 4.9	-20.2	1.2	·	0.8	1535	-0.7	-3.9	5.1	105.3	0.7
> CCc1cc(=O)oc2cc(C)cc(O)c12
→ 37.0*	-1.8	50.0*	·	0.3	2296*	-18.4	12.1	5.1	97.2	41.6*
> Cc1cccc(C)c1NC(=O)C1c2ccccc2Oc2ccccc21
→ 3.4	-5.2	-1.2	·	-0.5	1461	-12.4	-1.3	-11.3	99.9	1.1
> CC(=O)c1cc2c(cc1NC(=O)c1cnc(C)cn1)OCO2
→ 0.2	-6.6	-0.6	0.512	1.2	1491	17.3	11.8	-8.9	97.4	2.3
> C/C(N)=C(/C#N)C(=O)CSc1nnc(COc2ccccc2Cl)o1
→ 3.1	1.5	2.8	·	1.9	1431	22.9	-39.3	0.0	139.0*	-3.6
> CCn1cc(S(=O)(=O)Nc2ccccc2C(F)(F)F)cn1
→ 8.9	7.0	1.8	-0.587	0.2	1708	1.7	9.5	-2.4	95.5	22.6*
> CC(=O)Oc1ccc2oc(=O)c3c(c2c1)CCCN3C(=O)CN1CCN(c2ncccn2)CC1
→ -12.0	-6.8	-7.3	·	1.9	1391	13.9	1.1	8.2	102.3	-3.7
> Cc1cc(NCCCn2ccnc2)n2nc(C)c(-c3ccccc3)c2n1
→ 3.0	-25.4	4.9	·	-0.8	1662	·	-19.5	2.9	117.4	7.5
> NC(=O)C1CCN(C2CC(=O)N(c3ccc(F)c(Cl)c3)C2=O)CC1 (configuration not stated)
→ 1.4	3.8	9.7	·	1.8	1565	·	2.7	3.6	100.6	-1.2
> O=C(Nc1ccc2c(c1)CCC2)c1ccc(F)c(S(=O)(=O)N2CCOCC2)c1
→ -4.9	-19.0	-1.3	-1.87	4.6	1547	2.1	-0.8	-14.4	98.6	-10.1
> CN(Cc1ccccc1)C(=O)COC(=O)c1ccccc1Nc1ccccc1
→ 3.1	7.6	7.4	·	8.0	1565	-5.3	-1.3	7.5	97.5	5.7
> c1ccc(-n2c(Cc3cccnc3)nc3cnccc32)cc1
→ -2.9	6.4	-14.2	0.0765	·	1485	·	-5.5	-2.0	107.4	-8.8
> COc1ccc(NC(=O)NC(C)c2ccncc2)cc1OC (configuration not stated)
→ 2.6	3.8	4.0	·	0.7	1495	0.6	10.5	12.3	94.8	2.6
> C=CC[N+]1(CC#CCOC(c2ccccc2)c2ccccc2)CCOCC1
→ -3.0	-5.6	-5.6	·	2.1	1603	·	-2.5	-6.2	106.3	-2.9
> Cc1ccc(-n2nnc(-c3nccn3C)n2)cc1
→ -0.1	30.9	1.1	·	1.3	1645	-8.7	·	-6.5	·	5.8
> O=C(NCc1ccco1)C(c1ccccc1)N(C(=O)Cc1cccs1)c1ccccc1 (configuration not stated)
→ -3.4	0.3	-10.0	0.828	6.6	1431	·	1.9	-16.7	101.1	-2.5
> CC(C)(C)c1ccc(NC(=O)C(=O)C2C(=O)Nc3ccccc32)cc1 (configuration not stated)
→ 3.3	-3.6	1.1	0.00853	2.3	1552	2.9	-9.9	6.8	114.0	4.9
> CCCOc1cccc(C2C(C(=O)c3ccco3)=C(O)C(=O)N2CCN(CC)CC)c1 (configuration not stated)
→ 8.2	-0.8	0.1	0.652	1.5	1628	2.7	-7.2	-6.4	108.2	1.7
> COC(=O)c1ccc(NC(=O)C(=O)N2CCN(C(=S)NCCc3ccccc3)CC2)cc1
→ 6.8	-2.9	5.9	0.557	3.3	1711	-11.4	-2.0	-20.6	102.0	5.3
> COc1ccc(/C=N/Nc2nc(=O)[nH]nc2C)cc1[N+](=O)[O-]
→ -6.8	-21.9	-2.4	·	0.1	1455	-16.4	-9.4	-2.2	109.8	-1.7
> O=C(CSc1ncn[nH]1)Nc1ccccc1Sc1ccc(Cl)cc1
→ 5.1	9.9	4.7	·	1.5	1592	·	16.9	4.3	89.2	7.8
> Cc1ccc(C2C(C#N)=C(N)N(c3cccnc3)C3=C2C(=O)CCC3)s1 (configuration not stated)
→ 5.4	-12.5	5.2	0.0782	-0.5	1475	3.7	-2.7	5.9	106.3	-0.5
> O=C(CCN1C(=O)c2ccccc2C1=O)Nc1ccc(S(=O)(=O)NC2=NCCCCC2)cc1
→ 5.9	0.3	11.6	0.0111	0.9	1544	28.1	10.6	3.0	91.6	5.2
> Cn1c(=O)cc(N2CCCCC2)[nH]c1=O
→ -1.5	-4.6	-6.3	·	2.0	1710	0.2	8.3	-0.1	100.5	-3.4
> Cc1ccccc1NC(=O)Nc1ccc(C(F)(F)F)cc1
→ 3.5	-13.0	3.2	0.616	1.0	1698	16.1	18.9	-14.1	87.1	15.5
> COCCCNC(=O)C(=O)NC1CCCCCC1
→ 2.9	-9.0	-2.7	0.992	-0.7	1502	0.1	-2.6	-8.8	102.3	-2.5
> CCOC(=O)C1=C(N)OC2=C(C(=O)CC(C)(C)C2)C1c1ccccc1OCC#N (configuration not stated)
→ 8.2	0.8	2.6	-0.528	-0.9	1647	-14.2	-2.0	-6.5	103.9	2.5
> Cc1cc(NS(=O)(=O)c2ccc(NC(=O)C(CC(C)C)N3C(=O)c4ccccc4C3=O)cc2)nc(C)n1 (configuration not stated)
→ -0.6	-4.5	3.1	·	0.7	1833	·	12.6	0.6	92.0	10.9
> CCN(CC)CC(=O)Nc1ccc(C)cc1Br
→ -0.8	-3.8	6.0	·	1.2	1545	-7.5	-11.4	-2.3	111.0	5.1
> CCC(C)(C)NC(=O)Nc1cc(Cl)ccc1OC
→ -5.7	0.5	5.2	-1.1	4.7	1729	3.5	20.2	-8.8	89.5	0.8
> Cc1csc(NC(=O)C2CCCN(S(=O)(=O)c3ccc(Br)s3)C2)n1 (configuration not stated)
→ 1.1	5.9	-1.7	-0.335	2.5	1502	·	12.2	-3.8	89.9	1.2
> Cc1cc(=O)n(CC=C(Cl)Cl)c2ccccc12
→ 6.3	-0.7	8.8	-1.04	0.9	1597	-8.9	-7.1	-3.3	109.8	-6.0
> O=c1oc(-c2ccc([N+](=O)[O-])cc2)nc2ccc(O)cc12
→ -5.6	9.2	-2.9	-0.271	1.4	1612	-4.5	6.3	-2.6	98.7	3.0
> COC(=O)C1c2ccccc2-c2ccccc21
→ -1.2	2.4	-0.4	0.0763	0.7	1733	-21.5	5.5	0.1	98.4	-4.1
> Nc1nc(SCc2ccccc2Cl)nc2nc3c(cc12)CCCC3
→ -3.8	-1.0	1.5	1.39	2.3	1592	·	6.5	4.7	98.7	9.3
> O=C(O)c1oc2ccccc2c1-n1cccc1
→ 5.6	-4.4	3.4	0.93	3.0	1756	-7.0	7.7	7.5	93.0	7.1
> COc1ccc(F)cc1C(=O)C1CCCN(Cc2cn(C)c3ccccc23)C1 (configuration not stated)
→ 6.3	2.6	2.4	-1.64	-1.1	1331	10.1	0.4	-1.1	103.6	5.0
> O=C(CSc1nc2ccccc2c(=O)n1-c1ccccc1)N1CCCc2ccccc21
→ 1.1	5.1	-2.6	-0.931	-0.4	1486	0.6	-3.6	-7.3	104.9	-0.1
> CCN(CC)C(=O)Cn1cc(C(=O)C(=O)NCCCn2ccnc2)c2ccccc21
→ 3.0	-3.4	5.1	·	-0.6	1585	3.7	-1.7	-2.7	104.3	1.2
> Cc1nc2cc(Cl)ccc2n1-c1ccccc1
→ 5.7	5.1	-1.4	0.0304	0.2	1571	·	6.9	-12.2	94.4	5.9
> O=C(COC(=O)Cc1c[nH]c2ccccc12)NC1CCCCC1
→ 0.1	-3.3	0.1	-0.845	0.5	1846	-3.4	-13.8	9.2	117.5	8.0
> Cc1nn(-c2ccccc2)c2[nH]c(C(F)(F)F)cc(=O)c12
→ -3.7	3.1	-3.3	·	-0.9	1329	-3.3	4.6	1.0	100.2	3.5

Look-ups from the entries so far:
Result of O=C(NCc1ccco1)C(c1ccccc1)N(C(=O)Cc1cccs1)c1ccccc1 (configuration not stated) in PPARg SRC-1 ag: -3.4
Result of Cc1cc(=O)n(CC=C(Cl)Cl)c2ccccc12 in PPARg SRC-2 ag: -6.0

Source: PubChem
